KDM5B inh: blocks human KDM5B histone demethylase activity; Q9UGL1; KDM5B demethylase, FDH-coupled NADH fluorescence (FDH is formaldehyde dehydrogenase); Potency, µM (titrated, usually from 57.7 µM), for the others: at the top dose activity change, negative = inhibition, hits mostly inhibitors; 220,000 tested, 2.6% active; AID 1347165; active = well fitted inhibition curve with a large enough effect; inconclusive = small, poorly fitted or top-dose-only effect; inactive = no such curve, though single readings can be large or run the other way; note: 0% is about no effect; nearly all actives have a fitted effect of over 70% in size
Target sequence (Q9UGL1 whole entry, looked up): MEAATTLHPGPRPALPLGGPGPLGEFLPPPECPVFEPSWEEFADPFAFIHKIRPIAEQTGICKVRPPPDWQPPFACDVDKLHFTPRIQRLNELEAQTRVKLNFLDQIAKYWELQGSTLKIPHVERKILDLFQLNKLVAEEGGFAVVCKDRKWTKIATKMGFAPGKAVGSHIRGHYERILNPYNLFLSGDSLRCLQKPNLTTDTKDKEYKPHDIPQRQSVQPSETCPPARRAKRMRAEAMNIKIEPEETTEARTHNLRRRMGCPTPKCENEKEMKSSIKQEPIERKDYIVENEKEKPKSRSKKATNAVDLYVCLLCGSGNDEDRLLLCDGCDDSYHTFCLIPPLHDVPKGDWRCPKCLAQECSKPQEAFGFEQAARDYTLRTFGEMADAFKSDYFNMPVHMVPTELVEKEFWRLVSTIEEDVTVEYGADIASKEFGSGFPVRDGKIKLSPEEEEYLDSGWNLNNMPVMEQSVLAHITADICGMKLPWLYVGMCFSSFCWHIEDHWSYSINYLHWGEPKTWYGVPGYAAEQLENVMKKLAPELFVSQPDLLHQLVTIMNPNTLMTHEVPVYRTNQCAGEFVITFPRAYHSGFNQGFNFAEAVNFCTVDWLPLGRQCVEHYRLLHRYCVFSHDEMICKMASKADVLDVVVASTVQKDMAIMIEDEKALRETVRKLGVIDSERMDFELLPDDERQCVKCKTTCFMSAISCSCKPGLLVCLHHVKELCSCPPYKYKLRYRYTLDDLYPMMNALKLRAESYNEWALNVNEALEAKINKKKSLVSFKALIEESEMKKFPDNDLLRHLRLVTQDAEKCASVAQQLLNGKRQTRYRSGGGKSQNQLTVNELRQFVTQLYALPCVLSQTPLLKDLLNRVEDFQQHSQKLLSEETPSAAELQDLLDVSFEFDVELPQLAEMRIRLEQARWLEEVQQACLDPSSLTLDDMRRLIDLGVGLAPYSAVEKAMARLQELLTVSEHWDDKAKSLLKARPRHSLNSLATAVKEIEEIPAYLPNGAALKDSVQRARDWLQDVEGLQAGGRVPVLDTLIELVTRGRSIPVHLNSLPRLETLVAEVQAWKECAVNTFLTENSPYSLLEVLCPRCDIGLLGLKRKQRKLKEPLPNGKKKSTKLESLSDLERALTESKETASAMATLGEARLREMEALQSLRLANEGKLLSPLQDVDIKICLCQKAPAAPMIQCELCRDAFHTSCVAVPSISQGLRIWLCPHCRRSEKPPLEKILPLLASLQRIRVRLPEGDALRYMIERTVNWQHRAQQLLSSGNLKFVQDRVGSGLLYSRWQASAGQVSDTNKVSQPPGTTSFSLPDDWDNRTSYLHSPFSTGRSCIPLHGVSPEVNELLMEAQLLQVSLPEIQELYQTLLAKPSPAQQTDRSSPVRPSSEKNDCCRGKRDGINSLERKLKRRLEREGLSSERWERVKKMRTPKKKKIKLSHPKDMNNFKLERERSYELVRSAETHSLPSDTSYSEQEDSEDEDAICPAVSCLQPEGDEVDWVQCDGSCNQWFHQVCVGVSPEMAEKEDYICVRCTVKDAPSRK
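qHTS format, multiple compound concentrations. Buffer 50 mM HEPES pH 7.5/0.01% Tween-20; 200 nM KDM5BΔAP final; 10 min compound preincubation; substrate-mix levels 12.5 µM peptide, 25 µM α-KG, 0.25 mM NAD⁺; 30 min RT; ΔRFU.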
An asterisk follows results filed as active; & = joins results of further samples; [ ] = dose if it differs, or a comment. Potency is the fitted concentration of half-maximal effect. Not all compounds are listed; the hit share may differ from the screen's.

The opening 7 entries, ahead of the listing:
COc1ccc(C(=O)N2Cc3[nH]cnc3C[C@H]2c2nc(-c3ccc(OC(F)(F)F)cc3)no2)cc1 was read as KDM5B inh 1.1%.
Screening O=C(C1CCC1)N1CCC(C(=O)N2CCCC2c2ccco2)CC1 (stereo not drawn) returned KDM5B inh 7.1%.
Cc1ccccc1Nc1c(-c2ccc(N3CCOCC3)cc2)nc2ncccn12 was read as KDM5B inh inconclusive.
Screening CCN(CC)c1cc(C)nc(Nc2ccc(NS(=O)(=O)c3cc(C(C)(C)C)ccc3OC)cc2)n1 returned KDM5B inh inconclusive.
For Cc1nc(C)c(C(=O)N2CC[C@H]3C(=O)NCCCCCCN(Cc4ccncc4)[C@@H]3C2)s1 the results were KDM5B inh inconclusive.
CC(C)Oc1nnc(SCC(=O)NCc2ccccc2)s1 was read as KDM5B inh 3.4%.
CCOC(=O)c1sc(NC(=O)Cn2nc3c(cc2=O)CCCC3)nc1C was read as KDM5B inh 21.5%.

Results, from the start:
COc1ccc(C(=O)N2Cc3[nH]cnc3C[C@H]2c2nc(-c3ccc(OC(F)(F)F)cc3)no2)cc1 was read as KDM5B inh 1.1%.
Screening O=C(C1CCC1)N1CCC(C(=O)N2CCCC2c2ccco2)CC1 (stereo not drawn) returned KDM5B inh 7.1%.
Cc1ccccc1Nc1c(-c2ccc(N3CCOCC3)cc2)nc2ncccn12 was read as KDM5B inh inconclusive.
Screening CCN(CC)c1cc(C)nc(Nc2ccc(NS(=O)(=O)c3cc(C(C)(C)C)ccc3OC)cc2)n1 returned KDM5B inh inconclusive.
For Cc1nc(C)c(C(=O)N2CC[C@H]3C(=O)NCCCCCCN(Cc4ccncc4)[C@@H]3C2)s1 the results were KDM5B inh inconclusive.
CC(C)Oc1nnc(SCC(=O)NCc2ccccc2)s1 was read as KDM5B inh 3.4%.
CCOC(=O)c1sc(NC(=O)Cn2nc3c(cc2=O)CCCC3)nc1C was read as KDM5B inh 21.5%.
CC(=O)OC(C(N)=O)C(OC(C)=O)C(N)=O (stereo not drawn) was read as KDM5B inh -17.3%.
Screening O=C(NC1CCN(Cc2ccccc2)CC1)[C@H]1CN(Cc2ccccc2)C[C@H]1C(=O)O returned KDM5B inh -11.5%.
For CCOC(=O)c1ccc(NC(=O)c2ccc3c(c2)N(C)C2CCCCN2C3=O)cc1 (stereo not drawn) the results were KDM5B inh inconclusive.
Screening COc1cccc(CNC(=O)N[C@@H]2CN(c3ncccn3)C[C@H]2CN(C)C)c1 returned KDM5B inh 28.2µM*.
COc1ccc(-c2c(C#N)c(SCC(=O)Nc3ccc(C)c(C)c3)nc(C)c2C(=O)Nc2ccc(Cl)cc2)cc1 was read as KDM5B inh inconclusive.

Part of the list above in order of formula weight, low to high.
Screening O=C(C1CCC1)N1CCC(C(=O)N2CCCC2c2ccco2)CC1 (stereo not drawn) returned KDM5B inh 7.1%.
Screening COc1cccc(CNC(=O)N[C@@H]2CN(c3ncccn3)C[C@H]2CN(C)C)c1 returned KDM5B inh 28.2µM*.
Cc1ccccc1Nc1c(-c2ccc(N3CCOCC3)cc2)nc2ncccn12 was read as KDM5B inh inconclusive.
For CCOC(=O)c1ccc(NC(=O)c2ccc3c(c2)N(C)C2CCCCN2C3=O)cc1 (stereo not drawn) the results were KDM5B inh inconclusive.
COc1ccc(-c2c(C#N)c(SCC(=O)Nc3ccc(C)c(C)c3)nc(C)c2C(=O)Nc2ccc(Cl)cc2)cc1 was read as KDM5B inh inconclusive.

Continuation.
Cc1c(C(C)(C(=O)O)c2c(C)n(C)c3ccccc23)c2ccccc2n1C was read as KDM5B inh -12.3%.
Cc1ccccc1/C=N/O was read as KDM5B inh 18.2%.
`CNC(=O)N1CCC(C2CCN(C(=O)c3cc(C)n(CCOC)c3C)C2)CC1` (stereo not drawn) gave KDM5B inh -34.1%.
`COCc1nncn1C1CCN(C(=O)c2ccc(C)c(C)c2)CC1` gave KDM5B inh 20.3%.
Screening CCc1ccc(C(=O)c2cn(CC(=O)NCCc3ccc(OC)c(OC)c3)c3nc(C)ccc3c2=O)cc1 returned KDM5B inh -14.1%.
c1cc(C2CC2)[nH]n1 was read as KDM5B inh 2.7%.
COCCO[C@H]1C(=O)N(C2CCN(C(=O)c3cnc(C)cn3)CC2)[C@H]1c1ccncc1 was read as KDM5B inh -25.6%.
For Cc1ccc2c(C(=O)Nc3ccc(N4CCOCC4)cc3)cc(NC(=O)C3CCC3)cc2n1 the results were KDM5B inh inconclusive.
Screening CC(=O)NN1C(=O)c2ccccc2NC1c1ccco1 (stereo not drawn) returned KDM5B inh inconclusive.
Cc1ccc(C2CC(c3ccccc3)=NN2S(C)(=O)=O)cc1 (stereo not drawn) was read as KDM5B inh 8.7%.
For Cc1ccc(CNC(=O)Cn2c(C)cc3nc4n(c(=O)c32)CCCCC4)cc1 the results were KDM5B inh 31.1%.
`CN1CCN(C(=O)CC2=C3CCCCC3NC2=O)CC1` (stereo not drawn) gave KDM5B inh 29.3%.
Cc1noc([C@@H]2CC(F)(F)CN2C(=O)c2ccc(F)cn2)n1 was read as KDM5B inh -12.7%.
`O=C(Cc1ccc(F)cc1)N(Cc1ccco1)C1CC1` gave KDM5B inh inconclusive.
Screening CC(=O)N1CCCc2cc(S(=O)(=O)N3CCC(C(=O)N(C)C4CCCCC4)CC3)ccc21 returned KDM5B inh 19.6%.
For CN1CCN(C(=O)CCN2C(=O)/C(=C\c3ccccc3F)SC2=S)CC1 the results were KDM5B inh inconclusive.
For CCCc1cc(=O)oc2c3c(cc(OCC(=O)N[C@@H](C)C(=O)O)c12)OC(C)(C)CC3 the results were KDM5B inh inconclusive.
Screening Clc1ccc2c(c1)-c1[nH]ncc1CS2 returned KDM5B inh inconclusive.
Screening CCOc1ccccc1C1NC(=O)N(CC(=O)NC(C)(C)C)C2=C1C(=O)OC2 (stereo not drawn) returned KDM5B inh 30.2%[activator].
Cc1cccc(OCC(=O)N[C@@H]2CN(c3ccncn3)C[C@H]2CN(C)C)c1 was read as KDM5B inh -17.1%.
Screening O=C(/C=C/c1cccs1)N1CCN(c2ccc(F)cc2)CC1 returned KDM5B inh 19.7%.
CCNC(=O)C1CCN(C(=O)CC(=O)Nc2ccccc2OCC)C1 (stereo not drawn) was read as KDM5B inh 20.0%.
Screening CNC(=O)c1cccc(NC(=O)c2cc(C3CC3)nc3ccccc23)c1 returned KDM5B inh -13.4%.
For CC(C)n1c(=O)c2oc3ccccc3c2n(Cc2ccccc2F)c1=O the results were KDM5B inh -16.6%.

The last 2 entries of the part above are carried over, then new ones follow.
Screening CNC(=O)c1cccc(NC(=O)c2cc(C3CC3)nc3ccccc23)c1 returned KDM5B inh -13.4%.
For CC(C)n1c(=O)c2oc3ccccc3c2n(Cc2ccccc2F)c1=O the results were KDM5B inh -16.6%.
`O=C(NC[C@H]1OC[C@@H](NC2CCC(F)(F)CC2)[C@@H]1O)c1cccs1` gave KDM5B inh 30.8%[activator][86.2 µM].
`Cc1ccc(C(C)NC(=O)CCCc2nc(C(C)(C)C)no2)o1` (stereo not drawn) gave KDM5B inh inconclusive.
O=C(O)c1nccnc1C(=O)NCc1csc2ccc(Cl)cc12 was read as KDM5B inh inconclusive.
COc1cccc(CCC(=O)N2CCCC(c3[nH]ccc3C(N)=O)C2)c1 (stereo not drawn) was read as KDM5B inh 11.0%.
For Cc1cnc(C(=O)N2CCCC(CCc3cccc(F)c3)C2)cn1 (stereo not drawn) the results were KDM5B inh 19.2%.
Cc1nn2c(c1-c1ccccc1C(C)C)N(CCC(C)C)CCC2 was read as KDM5B inh 17.8µM*.
`COc1ccc(C(CC(=O)N2CCN(C)CC2)c2ccccc2)cc1` (stereo not drawn) gave KDM5B inh -21.9%.
COC1CCOC2(CCN(C(=O)c3c[nH]c4ccccc34)CC2)C1 (stereo not drawn) was read as KDM5B inh 1.0%.
Screening O=C(NCC1CCOCC1)c1ccccn1 returned KDM5B inh -9.6%.
`Cc1ccccc1OCC(=O)Nc1ccc2nc(SCC(N)=O)sc2c1` gave KDM5B inh inconclusive.
Screening CCC1CCCCN1CCCNC(=O)c1c(O)nc2ccccn2c1=O (stereo not drawn) returned KDM5B inh inconclusive.
`COC(=O)C1=C(C)N(C)C(=O)N(C)C1c1ccc(Br)cc1` (stereo not drawn) gave KDM5B inh -1.2%.
O=C(Cc1c[nH]c2ccccc12)Nc1cc(S(=O)(=O)N2CCOCC2)ccc1N1CCCC1 was read as KDM5B inh 4.1%.
`COc1ccccc1CC(=O)N1CCCc2ncc(C(=O)NCc3ccc(OC)c(OC)c3)cc21` gave KDM5B inh -0.7%.
Cc1ccc(C)c(NC(=O)CSc2nnc(CNC(=O)c3ccccc3)n2-c2ccccc2)c1 was read as KDM5B inh -9.1%&10.2%.
`COc1cc(OC)cc(C(=O)N2CCCN(c3cc(-c4ccc(F)cc4)[nH]n3)CC2)c1` gave KDM5B inh 4.1%.
Cc1cn(S(=O)(=O)c2ccc(F)c(Cl)c2)cn1 was read as KDM5B inh 1.9%.
For CC(=O)Nc1nc2ccc(CCC(=O)N3CCN(c4cccc(Cl)c4)CC3)cc2s1 the results were KDM5B inh -2.6%.
For CCOC(=O)c1cccc(NS(=O)(=O)c2cc3[nH]c(=O)c(=O)[nH]c3cc2C)c1 the results were KDM5B inh -26.4%.
Cc1ccc(N(Cc2cccs2)C(=O)c2ccco2)cc1 was read as KDM5B inh -8.1%.
`O=C1CCCC2=C1C(c1ccc(O)c(Cl)c1)C1=C(CCCC1=O)O2` gave KDM5B inh -4.8%.
Screening Cc1cc2n(n1)CCCN2C(=O)Nc1ccc(Cl)cc1 returned KDM5B inh -9.6%.
COc1ccc(CCNC(=O)c2nccnc2N)cc1 was read as KDM5B inh inconclusive.
`CN(C)C(=O)c1ccc(OC2CCN(C(=O)c3ccc(C(F)(F)F)cc3)CC2)nc1` gave KDM5B inh 12.2%.

2 neighbouring entries from above:
O=C(Cc1c[nH]c2ccccc12)Nc1cc(S(=O)(=O)N2CCOCC2)ccc1N1CCCC1 was read as KDM5B inh 4.1%.
`COc1ccccc1CC(=O)N1CCCc2ncc(C(=O)NCc3ccc(OC)c(OC)c3)cc21` gave KDM5B inh -0.7%.

The listing continues:
For O=C(O)C12CCCC(C(=O)O)(CCC1)C2 the results were KDM5B inh 27.3%.
`Cc1cnc(C(=O)N2CCC3(CC2)CC(N(Cc2ccccc2)C2CC2)CCO3)cn1` (stereo not drawn) gave KDM5B inh -21.4%.
Cc1ccc2nc(C)c(C(=O)N3CCN(S(=O)(=O)c4cccc(F)c4)CC3)cc2c1 was read as KDM5B inh 1.0%.
`NC1=NC(c2ccccc2C(F)(F)F)N(c2ccc(F)c(Cl)c2)C(N)=N1` (stereo not drawn) gave KDM5B inh -26.6%.
`COc1cc(N2CC(C(=O)Nc3c(C)nn(C)c3C)CC2=O)cc(OC)c1OC` (stereo not drawn) gave KDM5B inh 11.9%.
Cc1ccc(NC(NC(=O)c2ccc(Cl)cc2)C(Cl)(Cl)Cl)cc1 (stereo not drawn) was read as KDM5B inh -4.0%.
Cc1ccc(C(=O)NC(=S)N(C)Cc2ccccc2)cc1 was read as KDM5B inh -15.5%.
Cc1cc(C)cc(NC(=O)CSCc2cc(=O)c3cc(Cl)ccc3[nH]2)c1 was read as KDM5B inh 0.6%.
For CCN(Cc1ccccc1)C(=O)c1cnn(-c2ccc(F)cc2)c1-n1cccc1 the results were KDM5B inh 7.9%.
Screening CCCc1cc(=O)[nH]c(SCC(=O)N2CCN(S(=O)(=O)c3ccc(C)c(C)c3)CC2)n1 returned KDM5B inh 8.8%.
CCOc1ccc(CNS(=O)(=O)c2cc(-c3cc(C)no3)ccc2C)cc1OC was read as KDM5B inh -13.9%.
Cc1ccccc1CSC1=NS(=O)(=O)c2ccccc2N1Cc1ccccc1 was read as KDM5B inh -13.1%.
`CCc1cccc(NC(=O)CCc2c(C)nc3c(-c4ccccc4)c(C)nn3c2C)c1` gave KDM5B inh -14.1%.
Cn1cc(S(=O)(=O)c2cccc(Cl)c2)c(=O)c2cc(F)c(N3CCCCCC3)cc21 was read as KDM5B inh -22.7%.
For Cc1oc2ncnc(N3CCOCC3)c2c1C(=O)N(Cc1ccccc1)C(C)C the results were KDM5B inh -11.4%.
Screening COc1ccccc1CN1CCC2(CC1)Cc1ccccc1CNC2=O returned KDM5B inh 21.0%[149 µM].
CC(=O)Oc1ccc(C2=NN(c3ccccc3)C(c3ccccc3)C2)cc1 (stereo not drawn) was read as KDM5B inh 472.7%[activator].
For COC(=O)c1sc(NC(=O)c2cc3nc(-c4ccc(Br)cc4)cc(C(F)(F)F)n3n2)c(C(=O)OC)c1C the results were KDM5B inh inconclusive.
Screening CCCCS(=O)(=O)NCCc1noc(-c2ccccc2)n1 returned KDM5B inh 2.0%.
For Cc1cc(C(=O)N2CCCN(S(=O)(=O)c3ccccc3)CCC(=O)NCC2)nn1C the results were KDM5B inh -3.4%.
Screening CCOC(=O)c1c(-c2ccc(OC)c(OC)c2)csc1NC(=O)CNC(C)(C)CC returned KDM5B inh -15.9%.
COc1ccc(OC)c(/C=C(/C#N)c2nc(-c3ccc(-c4ccccc4)cc3)cs2)c1 was read as KDM5B inh 10.0%.
For C=CCc1cc(-c2c(-c3ccccc3)ncn2CCOCCO)cc(OC)c1O the results were KDM5B inh 10.6%.
Screening O=C1C(N2CCN(S(=O)(=O)c3ccc(F)c(F)c3)CC2)CCN1CCc1ccccc1 (stereo not drawn) returned KDM5B inh 24.0%.
Screening Cc1ccc(Cn2c(SCC(=O)C(C)(C)C)nc3ccsc3c2=O)cc1 returned KDM5B inh -17.1%.
`Cc1cccc(CCNC(=O)CCc2nc(C3CCCN3S(C)(=O)=O)no2)c1` (stereo not drawn) gave KDM5B inh -20.5%.
CN(C(=O)CSc1nnc(-c2cccnc2)o1)C1(c2ccccc2Cl)CCCCC1=O (stereo not drawn) was read as KDM5B inh -1.9%.
For CCn1cc(C(=O)NCc2ccccc2Cl)c(=O)c2cc(S(=O)(=O)N3CCc4ccccc4C3)ccc21 the results were KDM5B inh -21.5%.
Screening CC(=O)N1CCN(c2nc(C)c3c(c2C#N)CCCC3)CC1 returned KDM5B inh inconclusive.
